Compound activity as filed in PubChem.
RGS4 inhibitor = Inhibitors of Regulator of G Protein Signaling (RGS) 4: qHTS | Regulator of G-protein signaling 4 (Homo sapiens), P49798 | Transcreener GDP fluorescence polarization, RGS4-accelerated GTP hydrolysis | hit rate 0.039% among 390,000 | Potency, µM (series often up to 114 µM), for inactives: top-dose activity change, negative = inhibition, hits mostly inhibitors; further: on the % scale 0 is the no-effect control and ±100 the full control effect; nearly all actives have a fitted effect of over 75% in size; some results filed as inactive show a strong effect at the top dose
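MLSMR compounds (23 nl, pin-transferred) preincubated 10 min at room temperature with a 500nM (2x) first reagent, then RGS4 at 900nM (2x) plus Transcreener GDP mix added; fluorescence polarization (620/688 nm) read before and after 90 min at 30 °C.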
ERG-DNA inh = qHTS for Small Molecule Inhibitors of the ERG Ets/DNA interaction; Potency, µM (highest dose often 76.9 µM), inactives show at the highest dose FP activity, negative = inhibition, actives largely listed as inhibitors; fluorescence polarization, His-ERG Ets domain / labelled DNA; Transcriptional regulator ERG (Homo sapiens), P11308; hit rate 0.028% among 370,000; active means well fitted inhibition curve with a large enough effect in the polarisation, with a control signal flat; inconclusive means small, poorly fitted or top-dose-only effect, or effect the other way, or a change in a side signal; inactive means no such curve, though single readings can be large or run the other way; the % refers to the polarisation;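 further: polarization taken with two DNA probes labelled with fluorescein and Texas red; % of control where 0% means no effect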
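His-tagged ERG Ets domain (1 uM in the protein solution; 300mM KCl, 50mM Tris-HCl, 1mM EDTA, 1mM DTT, pH 7.5) received compound, then a probe mix of 5 nM fluorescein-DNA and 100nM Texas-615-DNA. Fluorescence polarization was read for both dyes.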
rTrxR1 inhibitor = qHTS Assay for Inhibitors of Mammalian Selenoprotein Thioredoxin Reductase 1 (TrxR1): qHTS. Potency, µM (highest dose often 114 µM), inactives show at the top dose activity change, negative = inhibition, actives largely listed as inhibitors. hit rate 1% among 390,000. recombinant rTrxR1, NADPH fluorescence consumption, selenite substrate. AID 588453, 2011. Thioredoxin reductase 1, cytoplasmic (Rattus norvegicus), O89049; further: on the % scale 0 is the no-effect control and ±100 the full control effect; nearly all actives have a fitted effect of over 65% in size
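Rat TrxR1 (90 nM in the dispensed reagent) was pre-reduced with 400 uM NADPH for 5 min at room temperature, then incubated with compound for 15 min. After 400 uM selenite was added, NADPH fluorescence (Ex 340/Em 450 nm) was followed for 8 min.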
HP1b chromo inh = HTS for Inhibitors of HP1-beta Chromodomain Interactions with Methylated Histone Tails; Chromobox protein homolog 1 (Homo sapiens), P83916; AlphaScreen HP1-beta / biotin-H3K9me3 peptide binding; Potency, µM (doses to about 114 µM), for the others: top-dose activity change, negative = inhibition, usual class: inhibitors; hit rate 0.56% among 390,000; AID 540317, 2011; further: nearly all actives have a fitted effect of over 70% in size; inactives centre near 23
Target sequence (P83916 whole entry, looked up): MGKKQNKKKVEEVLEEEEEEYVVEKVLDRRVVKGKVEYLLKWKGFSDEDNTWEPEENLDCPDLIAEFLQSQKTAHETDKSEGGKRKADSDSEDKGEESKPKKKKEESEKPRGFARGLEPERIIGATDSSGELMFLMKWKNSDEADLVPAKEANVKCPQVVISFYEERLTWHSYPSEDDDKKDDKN
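Compound inhibition of the preformed complex between 50 nM HP1-beta and 50 nM biotinylated H3K9me3 peptide was read by AlphaScreen. Buffer was PBS pH 7.4 with 0.01% Tween-20. Incubations ran 30 min at room temperature, with 10 ug/mL donor/acceptor beads.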
Pin1 inhibitor = qHTS Assay to Find Inhibitors of Pin1 | Peptidyl-prolyl cis-trans isomerase NIMA-interacting 1 (Homo sapiens), Q13526 | hit rate 0.009% among 390,000 | Potency, µM (series often up to 115 µM), inactives show at the top dose activity, negative = inhibition, most hits filed as inhibitors | Pin1 FP peptide displacement, HiFluor488, 10 min; active means well fitted inhibition curve with a large enough effect in the polarisation, with a control signal flat, not every such curve was filed as active; inconclusive means small, poorly fitted or top-dose-only effect, or effect the other way, or a change in a side signal; inactive means no such curve, though single readings can be large or run the other way; the % refers to the polarisation; further: on the % scale 0 is the no-effect control and ±100 the full control effect
Target sequence (Q13526 whole entry, looked up): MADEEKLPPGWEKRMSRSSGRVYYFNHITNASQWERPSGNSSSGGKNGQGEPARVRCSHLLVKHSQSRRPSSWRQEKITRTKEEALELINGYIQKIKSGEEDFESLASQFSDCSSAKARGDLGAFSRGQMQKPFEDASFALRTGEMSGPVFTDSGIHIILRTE
12-LOX inh = Primary qHTS assay for inhibitors of human arachidonate 12S-lipoxygenase (ALOX12): Round 2; Polyunsaturated fatty acid lipoxygenase ALOX12 (Homo sapiens), P18054; purified 12hLO, xylenol orange hydroperoxide absorbance; Potency, µM (series often up to 108 µM), without a hit: at the top dose activity change, negative = inhibition, most hits filed as inhibitors; hit rate 1.1% among 580,000; AID 1671190, 2021; further: on the % scale 0 is the no-effect control and ±100 the full control effect
Target sequence (P18054 whole entry, looked up): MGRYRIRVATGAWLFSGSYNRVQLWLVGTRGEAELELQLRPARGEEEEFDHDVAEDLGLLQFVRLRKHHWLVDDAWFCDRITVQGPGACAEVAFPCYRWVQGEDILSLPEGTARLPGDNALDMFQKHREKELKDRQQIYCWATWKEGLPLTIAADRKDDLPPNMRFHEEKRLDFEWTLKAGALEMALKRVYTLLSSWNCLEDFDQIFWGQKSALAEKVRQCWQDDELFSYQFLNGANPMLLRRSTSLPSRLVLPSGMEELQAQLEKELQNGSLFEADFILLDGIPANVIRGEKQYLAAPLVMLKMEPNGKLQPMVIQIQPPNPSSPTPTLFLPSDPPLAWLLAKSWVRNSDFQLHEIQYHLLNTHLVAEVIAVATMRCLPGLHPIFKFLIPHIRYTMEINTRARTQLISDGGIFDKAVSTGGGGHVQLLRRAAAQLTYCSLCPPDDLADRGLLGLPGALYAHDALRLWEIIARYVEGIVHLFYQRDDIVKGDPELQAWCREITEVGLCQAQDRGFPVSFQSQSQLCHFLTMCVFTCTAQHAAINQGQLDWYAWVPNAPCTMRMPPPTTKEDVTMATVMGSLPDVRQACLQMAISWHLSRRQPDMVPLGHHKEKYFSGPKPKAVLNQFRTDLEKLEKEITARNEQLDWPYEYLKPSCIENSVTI
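Purified human 12hLO (150 nM final) in 25 mM Hepes, 0.01% Triton X-100, pH 7.0 was preincubated 15 min at room temperature with compound. Then 40 uM arachidonic acid was added, 30 min. Hydroperoxide was read by Fe-XO absorbance ratio 573/405 nm.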
JMJD2A Tudor = qHTS Assay for Inhibitors of JMJD2A-Tudor Domain. Lysine-specific demethylase 4A (Homo sapiens), O75164. AlphaScreen JMJD2A-Tudor / H3K4me3 peptide binding. Potency, µM (doses to about 114 µM), inactives show top-dose activity change, negative = inhibition, usual class: inhibitors. hit rate 4.4% among 390,000; further: on the % scale 0 is the no-effect control and ±100 the full control effect; nearly all actives have a fitted effect of over 50% in size
PGK inhibitor = qHTS Assay to Find Inhibitors of Phosphoglycerate Kinase; Phosphoglycerate kinase, glycosomal (Trypanosoma brucei brucei), P07378; hit rate 0.043% among 380,000; PGK/GAPDH coupled, Kinase-Glo luminescence, 60 min; Potency, µM (series often up to 57.5 µM), inactives show at the highest dose activity change, negative = inhibition, hits mostly inhibitors; further: on the % scale 0 is the no-effect control and ±100 the full control effect; nearly all actives have a fitted effect of over 60% in size
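Luminescent ATP detection (Kinase-Glo Plus) follows a 60-minute room-temperature incubation, with wells lacking PGK as controls. Buffer: 100 mM TEA (pH 7.6), 5 mM MgCl2, 0.01% Tween-20. Coupling enzyme GAPDH (100 nM final) supplies unstable 1,3-BPG in-well.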
GLS inhibitor = qHTS for Inhibitors of Glutaminase (GLS). AID 624170, 2012. GLS enzymatic activity, qHTS titration. hit rate 0.21% among 410,000. Potency, µM (series often up to 45.5 µM), for inactives: at the top dose activity change, negative = inhibition, usual class: inhibitors. Glutaminase kidney isoform, mitochondrial (Homo sapiens), O94925; further: on the % scale 0 is the no-effect control and ±100 the full control effect
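hKGA in 45 mM KH2PO4 pH 8.2, 0.02% Tween-20 with pin-transferred compounds; 1 mM L-glutamine (stock) plus glutamate oxidase/HRP/Amplex Red coupling added. Fluorescence read initially and after 30 min at RT.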
Active calls of the source: *; i = inactive; ? = inconclusive; · = no result given; & = joins results of further samples; [ ] = remark or other dose. Unless noted, the call rests on the fitted dose curve; in most records, active means well fitted curve in the direction sought with a large enough effect; inconclusive means small, poorly fitted or top-dose-only effect, or another doubt; inactive means no such curve, though single readings can be large; an effect the other way counts as inactive or inconclusive. Potency means the concentration at half of the fitted maximal effect. An excerpt; rates above refer to the full screens.

SMILES | RGS4 inhibitor | ERG-DNA inh | rTrxR1 inhibitor | HP1b chromo inh | Pin1 inhibitor | 12-LOX inh | JMJD2A Tudor | PGK inhibitor | GLS inhibitor
COc1ccc(O)c(C(=O)c2cnn(C(=O)c3cccc(S(=O)(=O)N(C)C)c3)c2)c1 | -22% | 2% | 5% | 51%[activator] | -9% | 8% | -9% | -1% | 0%
O=C(O)c1cc(-c2ccc3c(c2)OCO3)nc2ccc(Br)cc12 | -11% | 4% | -33% | -2% | 4% | ? | -1% | -12% | -8%
CC(C)C(=O)NC(c1cccc([N+](=O)[O-])c1)c1c(O)ccc2ccccc12 (stereo unspecified) | 8% | -1% | 15%[57.1 µM] | 26% | -5% | -2% | -10% | -9% | 1%
CCc1ccc(C(=O)COC(=O)c2ccco2)cc1 | 17% | 6% | 24% | 63%[activator] | -3% | ? | 9% | -9% | -3%
CCOC(=O)c1c(S(=O)(=O)N2CCC(C(=O)Nc3cccc(C#N)c3)CC2)c(C)n(C)c1C | 20% | 8% | 1%[57.1 µM] | 12% | -1% | -24% | -16% | i | 9%
O=C1NC(c2ccccc2OC(F)F)Oc2ccccc21 (stereo unspecified) | -2% | -3% | 7%[57.1 µM] | 3% | -1% | 6% | -18% | -7% | 23%
O=C(OCCCCOC(=O)c1ccccc1)c1ccccc1 | -2% | 5% | 8% | 228%[activator] | 1% | 8% | 187%[activator] | 3% | 3%
C#CCOCCOCCOCCNc1nc(N2CCN(C(=O)C(Cc3cc4ccccc4[nH]3)n3cc(C(N)Cc4ccc(O)cc4)nn3)CC2)nc(N2CCN(C(=O)C(CCC(=O)O)n3cc(C(N)C(C)CC)nn3)CC2)n1 (stereo unspecified) | -6% | -8% | ? | -6% | 4% | -8% | 45µM* | i | 15%
Cc1cccc(C(=O)NCC(c2ccc(F)cc2)N2CCOCC2)c1 (stereo unspecified) | 4% | 1% | -2% | -4% | -1% | 0% | -9% | -5% | -13%
Cn1c(=O)c2c(ncn2CC(=O)OCCCC(=O)c2ccc(Br)cc2)n(C)c1=O | 10% | 5% | 4% | -1% | 3% | 2% | -10% | 4% | 0%
COc1ccc(CC2(CO)CCN(Cc3cccn3-c3ccccn3)CC2)cc1 | 7% | 4% | 6% | 13%[57 µM] | 1% | 17% | -14% | -8% | -10%
CCc1ccc(-n2nc(C)c3c(C)cc(=O)n(Cc4nc(-c5ccccc5)oc4C)c32)cc1 | -18% | 0% | 15%[57.1 µM] | 119%[activator] | -4% | -14% | -8% | i | -3%
COc1ccccc1-c1cc(C(F)(F)F)c(C#N)c(=O)[nH]1 | 0% | -5% | ? | 60%[activator] | -3% | ? | 14% | 0% | 14%
COC(=O)c1sccc1N/N=C/c1cccc(Oc2ccccc2)c1 | -20% | 0% | 12%[57.1 µM] | 83%[activator] | 3% | -11% | 36% | -15% | -15%
CC(=O)Nc1c(C(=O)c2ccc(F)cc2)oc2ccccc12 | 15% | 4% | 3% | 34% | -3% | 5% | 4% | 1% | 0%
CNC(=O)CCCCCNS(=O)(=O)c1ccc(C)cc1 | -42%[11.4 µM] | 0% | 7% | ? | 3% | -20% | -10%[11.4 µM] | i | -24%
COc1ccc(-c2nc(SCC(=O)NC3CCCC3)c(-c3ccc(OC)cc3)[nH]2)cc1 | -10%&1% | 2%&-6% | -4%&1% | -16%&-10% | 13%&1% | -9% | ? | 4% | -9%&-8%
CCOC(=O)N1CCN(C(=O)COC(=O)c2cc(Cl)c(O)c(Cl)c2)CC1 | 0% | -2% | 13%[57.1 µM] | 34% | -1% | -2% | 1% | -1% | 31%[activator]
COc1ccc(CNC(=O)N2CCc3ccccc3C2)cc1Cl | -13%[56.9 µM] | 3% | 9% | 70%[activator] | -4% | 21% | 4% | -3% | 0%
O=C(N/N=C\c1ccccc1OCc1ccccc1)c1ccco1 | 10% | -10% | 3% | 15% | 7% | 1% | -28% | -11% | 1%
COc1ccc(C)cc1Nc1cc(C)nc2ncnn12 | -3% | 10% | -10% | 32% | 6% | 7%[57.4 µM] | 1% | 6% | 14%
O=C(CCCn1c(=S)[nH]c2cc3c(cc2c1=O)OCO3)NCc1ccco1 | -26% | -3% | -4%[57.1 µM] | 38% | -4% | 0% | -5% | -7% | -8%
c1ccc(NNC2=NCCCCC2)cc1 | 22% | 24% | 9%[2.29 µM] | 36% | 8% | ? | -6% | -10% | 27%
C=C(C)CNC(=S)NN=C1c2ccccc2-c2ccccc21 | 4% | 32%[activator] | 17%[57.1 µM] | ? | 33%[activator] | · | ? | 0% | 2%
COc1cccc2cc(NC(=O)C3CCCCC3)c(=O)oc12 | 0% | -5% | 51% | 1% | -2% | 24% | -10% | -7% | 3%
CC1CN(Cc2ccccc2Cl)CC(C)O1 (stereo unspecified) | 13% | · | 20% | ? | -7% | ? | 4.5µM* | · | -5%
C/C(N)=C(/C#N)C(=O)CSc1nnc(COc2ccccc2Cl)o1 | -34%&2% | 16%&9% | -2%[11.4 µM] | 16%&11% | 32%&25%[activator] | -17%&0% | -24%&-24% | i | 0%&3%
C/C(=N\N1CCN(C2c3ccccc3-c3ccccc32)CC1)c1ccncc1 | -9% | -1% | -15%[57.1 µM] | ? | 0% | ? | ? | 4% | 8%
COc1ccccc1CNC(=O)c1ccc(NC(=O)N2CC(C)Sc3ccccc32)cc1 (stereo unspecified) | 9% | -4% | 4% | 2% | 7% | -1% | -29% | 3% | -3%
COc1ccc(C(=O)COC(=O)C(C(C)C)N2C(=O)C3C4C=CC(C4)C3C2=O)cc1 (stereo unspecified) | -44% | 0% | 0% | 74%[activator] | -10% | 1% | 1% | -12% | -16%

Given with two lines to a compound: six of the compounds above.
Below each compound: RGS4 inhibitor, ERG-DNA inh, rTrxR1 inhibitor, HP1b chromo inh, Pin1 inhibitor, 12-LOX inh, JMJD2A Tudor, PGK inhibitor, GLS inhibitor
> COc1ccc(-c2nc(SCC(=O)NC3CCCC3)c(-c3ccc(OC)cc3)[nH]2)cc1
  -10%&1%, 2%&-6%, -4%&1%, -16%&-10%, 13%&1%, -9%, ?, 4%, -9%&-8%
> CCOC(=O)N1CCN(C(=O)COC(=O)c2cc(Cl)c(O)c(Cl)c2)CC1
  0%, -2%, 13%[57.1 µM], 34%, -1%, -2%, 1%, -1%, 31%[activator]
> COc1ccc(CNC(=O)N2CCc3ccccc3C2)cc1Cl
  -13%[56.9 µM], 3%, 9%, 70%[activator], -4%, 21%, 4%, -3%, 0%
> O=C(N/N=C\c1ccccc1OCc1ccccc1)c1ccco1
  10%, -10%, 3%, 15%, 7%, 1%, -28%, -11%, 1%
> COc1ccc(C)cc1Nc1cc(C)nc2ncnn12
  -3%, 10%, -10%, 32%, 6%, 7%[57.4 µM], 1%, 6%, 14%
> O=C(CCCn1c(=S)[nH]c2cc3c(cc2c1=O)OCO3)NCc1ccco1
  -26%, -3%, -4%[57.1 µM], 38%, -4%, 0%, -5%, -7%, -8%

Remaining list, next part.
SMILES | RGS4 inhibitor | ERG-DNA inh | rTrxR1 inhibitor | HP1b chromo inh | Pin1 inhibitor | 12-LOX inh | JMJD2A Tudor | PGK inhibitor | GLS inhibitor
COc1ccc(C(=O)O/N=C(\N)c2ccccc2Cl)cc1OC | 10% | -12% | 10% | 38% | -4% | 10% | -10% | -2% | -11%
COc1ccc(C(=O)Nc2scc(-c3ccc(Cl)cc3Cl)c2C(N)=O)cc1 | -20%[11.4 µM] | 9% | 66%[activator] | 44%[activator] | 50%[activator] | 14% | -8%[11.4 µM] | -10% | 0%
O=C(Nc1nnc(SCc2ccc(F)cc2)s1)C1CC(=O)N(c2ccc3c(c2)OCCO3)C1 (stereo unspecified) | 0% | 6% | -14% | -15% | 56%[activator] | -5% | ? | -3% | 18%
Cc1nnsc1C(=O)NNc1ccc(Cl)cc1 | 16% | 0% | 7% | 34% | 0% | 145%[activator] | 1% | -6% | 11%
COc1ccc(C2CCCN2C(=S)Nc2c(C)cccc2C)cc1OC (stereo unspecified) | 14% | 4% | 9% | 39% | -3% | -8% | -13% | -5% | -3%
CC1=C(C(=O)Nc2ccccc2C)C(c2ccccn2)n2ncnc2N1 (stereo unspecified) | 16% | 1% | 23%[57.1 µM] | 11%[57 µM] | -5% | -14% | -18% | -5% | 0%
